Source: PubChem BioAssay
Tb PFK inh: qHTS Assay to Find Inhibitors of T. brucei phosphofructokinase; ATP-dependent 6-phosphofructokinase (Trypanosoma brucei brucei), O15648; T. brucei PFK, ADP-Glo luminescence; Potency, µM (top dose mostly 57.5 µM), for the others: at the top dose activity, negative = inhibition, hits mostly inhibitors; 0.17% of 330,000 active; AID 485367, 2010;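 note: potency is the fitted concentration of half-maximal effect; 0% = uninhibited 1x PFK enzyme wells and -100% = no-enzyme wells; nearly all actives have a fitted effect of over 60% in size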
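ADP-Glo luminescence quantified ADP after 45 min at room temperature, with 1.25 nM T. brucei PFK, 0.1 mM ATP and 0.5 mM fructose-6-phosphate in pH 8.0 TEA buffer. qHTS titrations up to 57 µM; curves classified by quality.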
PTAP TSG101 blk: qHTS Assay for Iinhibitors of HIV-1 Budding by Blocking the Interaction of PTAP/TSG101. Tumor susceptibility gene 101 protein (Homo sapiens), Q99816. Fluorescence polarization, FITC-PTAP peptide / Tsg101 binding. 340,000 tested, under 10 active. Potency, µM (highest dose often 115 µM), for the others: top-dose activity change, negative = inhibition, most hits filed as inhibitors; active = well fitted inhibition curve with a large enough effect in the main read-out, with a control signal flat, not every such curve was filed as active; inconclusive = small, poorly fitted or top-dose-only effect, or effect the other way, or a change in a side signal; inactive = no such curve, though single readings can be large or run the other way; note: potency is the fitted concentration of half-maximal effect; % of control where 0% means no effect
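Compounds were pin-transferred onto Tsg101 binding domain (10 uM final) in HEPES pH 7.5 buffer, then FITC-PTAP peptide was added at 50 nM final. After 20 min at RT, polarization reported peptide displacement across a qHTS concentration series.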
Eya2 inh: qHTS Assay for Inhibitors of the Phosphatase Activity of Eya2; recombinant Eya2, OMFP fluorescence dephosphorylation (OMFP is methylfluorescein phosphate); Potency, µM (highest dose often 76.9 µM), for inactives: at the top dose activity, negative = inhibition, actives largely listed as inhibitors; 0.006% of 330,000 active; note: potency is the fitted concentration of half-maximal effect; % is set by controls: 0 for no effect and ±100 for the full control effect
Target sequence (O00167 whole entry, looked up): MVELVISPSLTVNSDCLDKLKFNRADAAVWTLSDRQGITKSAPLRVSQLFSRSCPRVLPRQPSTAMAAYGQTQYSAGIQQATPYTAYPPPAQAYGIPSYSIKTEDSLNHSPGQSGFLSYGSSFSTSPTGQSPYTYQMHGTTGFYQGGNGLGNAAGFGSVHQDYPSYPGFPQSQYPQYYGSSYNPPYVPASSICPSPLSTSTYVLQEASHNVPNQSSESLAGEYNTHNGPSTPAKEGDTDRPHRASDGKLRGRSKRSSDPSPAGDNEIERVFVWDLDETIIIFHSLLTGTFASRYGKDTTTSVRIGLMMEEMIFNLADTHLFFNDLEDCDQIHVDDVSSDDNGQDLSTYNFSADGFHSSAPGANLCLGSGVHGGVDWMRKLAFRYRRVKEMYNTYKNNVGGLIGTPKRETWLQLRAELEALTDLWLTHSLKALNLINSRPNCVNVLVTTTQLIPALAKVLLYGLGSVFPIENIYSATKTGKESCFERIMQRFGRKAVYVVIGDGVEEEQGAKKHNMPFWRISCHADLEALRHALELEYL
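Eya2 protein (added as 0.2 uM solution) was preincubated with compound for 10 min at ambient temperature in 50 mM HEPES pH 7.5, 50 mM NaCl, 5 uM MgCl2, 0.05% BSA, 1 mM DTT. OMFP (added at 50 uM) then reacted 10 min; fluorescence read at 485/525 nm.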
ELG1 repair inh: qHTS screen for small molecules that inhibit ELG1-dependent DNA repair in human embryonic kidney (HEK293T) cells expressing luciferase-tagged ELG1 | HEK293T ELG1-luciferase reporter, luminescence, 16 h; DNA damage induced by 5-fluorouridine | Potency, µM (highest dose often 46.1 µM), for the others: at the top dose activity change, negative = inhibition, most hits filed as inhibitors | 2.3% of 330,000 active; note: potency is the fitted concentration of half-maximal effect; % is set by controls: 0 for no effect and ±100 for the full control effect; nearly all actives have a fitted effect of over 55% in size
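Overnight (16 hr) co-exposure of 2,000 cells/well to 5-fluorouridine and compound at 37 °C preceded detection. Luciferase was quantified via ONE-Glo luminescence; loss of signal denotes inhibition.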
USP2a inh: qHTS Assay for Inhibitors of Ubiquitin-specific Protease USP2a Using CHOP2 as the Reporter. USP2 core, Ub-CHOP2 coupled fluorogenic reporter, 485/531. Potency, µM (series often up to 38.3 µM), inactives show at the highest dose activity change, negative = inhibition, hits mostly inhibitors. 0.01% of 330,000 active;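 note: potency is the fitted concentration of half-maximal effect; plate controls were DMSO wells for no effect and full inhibition by NEM control for full effect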
Target sequence (O75604 whole entry, looked up): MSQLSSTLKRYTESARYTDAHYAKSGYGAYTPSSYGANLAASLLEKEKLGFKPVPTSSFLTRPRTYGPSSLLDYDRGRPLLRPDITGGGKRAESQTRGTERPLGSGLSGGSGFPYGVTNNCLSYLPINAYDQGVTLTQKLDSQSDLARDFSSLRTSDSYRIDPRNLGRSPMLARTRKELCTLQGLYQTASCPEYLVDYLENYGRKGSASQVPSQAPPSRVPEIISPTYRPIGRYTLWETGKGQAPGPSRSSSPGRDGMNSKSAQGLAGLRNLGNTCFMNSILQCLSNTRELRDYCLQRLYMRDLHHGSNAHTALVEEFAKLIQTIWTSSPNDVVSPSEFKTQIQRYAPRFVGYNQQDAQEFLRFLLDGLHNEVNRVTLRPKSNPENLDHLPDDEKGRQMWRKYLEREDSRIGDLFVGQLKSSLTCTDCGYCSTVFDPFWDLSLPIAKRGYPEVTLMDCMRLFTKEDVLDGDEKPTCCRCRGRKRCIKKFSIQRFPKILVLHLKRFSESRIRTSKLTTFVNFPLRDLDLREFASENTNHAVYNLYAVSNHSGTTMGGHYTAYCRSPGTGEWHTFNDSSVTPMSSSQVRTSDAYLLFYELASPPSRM
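Deubiquitinase activity read as fluorescence (485/531 nm) after Ub-CHOP2 cleavage activates the enterokinase reporter on its substrate; USP2 core 10nM, Ub-CHOP2 and substrate 25nM each, 30min compound preincubation then 60min RT; data normalized to NEM, curves fitted.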
uPA surface inh: qHTS for Inhibitors of Cell Surface uPA Generation; cell surface uPA generation assay, qHTS; Potency, µM (highest dose often 38.3 µM), inactives show top-dose activity change, negative = inhibition, most hits filed as inhibitors; AID 540303, 2011; 0.31% of 330,000 active; active = well fitted inhibition curve with a large enough effect; inconclusive = small, poorly fitted or top-dose-only effect; inactive = no such curve, though single readings can be large or run the other way; tested in mouse RAW 264.7 cells; note: potency is the fitted concentration of half-maximal effect; % is set by controls: 0 for no effect and ±100 for the full control effect; nearly all actives have a fitted effect of over 55% in size
TCR act: Activators of T cell receptors: qHTS campaign; primary human leukocytes, anti-CD3, IL-2 HTRF, 48 h; Potency, µM (series often up to 9.22 µM), inactives show at the top dose activation of IL-2 secretion, usual class: activators; 330,000 tested, under 10 active; AID 504894, 2011; note: % of control where 0% means no effect
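Primary human leukocytes incubated 48 hr with anti-CD3 beads plus compound, without co-stimulation. Secreted IL-2 measured by HTRF (europium cryptate/d2 anti-IL-2 pair, 320 nm excitation, 665 nm emission).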
TSHR antag: Antagonists of the Thyroid Stimulating Hormone Receptor: HTS campaign; 0.2% of 330,000 active; Thyrotropin receptor (Homo sapiens), P16473; activity change, negative = inhibition, % at 11.5 µM; AID 504810, 2011; TSHR-expressing cells, TSH-stimulated cAMP HTRF, 2 h; hits give low values;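 active = activity change below a set negative limit, meaning inhibition stronger than a set level, cut at about -70% in these data; inconclusive = activity change between two set negative limits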; note: % is set by controls: 0 for no effect and ±100 for the full control effect
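Competitive HTRF cAMP read-out (cryptate anti-cAMP antibody, cAMP-d2; 30 min, room temperature) in freshly harvested TSHR cells. Compounds added before TSH at EC80 (4nM final), followed by 2 hours' incubation at 37 deg C.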
B2AR arrestin: qHTS assay of beta-arrestin-biased ligands of beta2-adrenergic receptor. 0.02% of 330,000 active. beta-arrestin recruitment to beta2AR, cell-based reporter. AID 492947, 2010. Potency, µM (highest dose often 46.1 µM), without a hit: top-dose activation, most hits filed as activators. Beta-2 adrenergic receptor (Homo sapiens), P07550;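 note: potency is the fitted concentration of half-maximal effect; 0% = DMSO controls and full agonism = EC100 isoproterenol or metaproterenol; nearly all actives have a fitted effect of over 65% in size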
Chronic BCR inh: qHTS Assay to Find Inhibitors of Chronic Active B-Cell Receptor Signaling; AID 493014, 2011; 0.05% of 340,000 active; Potency, µM (titrated, usually from 46.1 µM), without a hit: at the highest dose ratio change, negative = lower green/red ratio, actives largely listed as inhibitors; ABC-DLBCL IkBa-CBG/CBR reporter, luminescence ratio, 4 h; active = well fitted inhibition curve with a large enough effect in the signal ratio, with a control signal flat, not every such curve was filed as active; inconclusive = small, poorly fitted or top-dose-only effect, or effect the other way, or a change in a side signal; the % refers to the signal ratio;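 note: potency is the fitted concentration of half-maximal effect; plate controls were basal doxycycline-induced cells for no effect and cells given 10 µM MG132 for full effect; MG132 reads +100%, hits lower the ratio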
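Cell line TMD8 (human ABC DLBCL), stably expressing tet-inducible CBG68-IkBa fusion and CBR; IMDM/0.5% FBS; cpd up to 46 uM; dox induction, 4 h, 37C/5% CO2; dual luminescence; green/red ratio; MG132 control.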
Mito fusion act: qHTS Assay for Small Molecule Inhibitors of Mitochondrial Division or Activators of Mitochondrial Fusion | S. cerevisiae fusion-defective mutant growth rescue, CellTiterGlo 48 h | Potency, µM (top dose mostly 46.1 µM), for inactives: at the top dose growth rescue (activation), actives largely listed as activators | 0.23% of 320,000 active | AID 485298, 2010;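 note: potency is the fitted concentration of half-maximal effect; % of control where 0% means no effect; nearly all actives have a fitted effect of over 45% in size; temperature-sensitive fusion mutants such as fzo1-1 at 37 °C on non-fermentable ethanol glycerol medium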
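Compounds are tested for their ability to restore growth of mitochondrial fusion-defective yeast strains at non-permissive 37C in YPEG medium over 48 hours. Viability is quantified by luciferase luminescence.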
Active calls of the source: *; [ ] = another dose, or the depositor's remark. Unless noted, calls come from the whole dose curve; as a rule, active = well fitted curve in the direction sought with a large enough effect; inconclusive = small, poorly fitted or top-dose-only effect, or another doubt; inactive = no such curve, though single readings can be large; an effect the other way counts as inactive or inconclusive. Not all compounds are listed (hit frequency here may not be typical).

`O=C(Cc1ccccc1)N1CCN(C2CCCC2)CC1` gave Tb PFK inh -14%, PTAP TSG101 blk -6%, Eya2 inh 9%, ELG1 repair inh 3%, USP2a inh -6%, uPA surface inh -2%, TCR act -3%, TSHR antag 26, B2AR arrestin 0.0%, Chronic BCR inh 0% and Mito fusion act -9%.
Screening COC(=O)C1=C(c2ccc(F)cc2OCc2ccccc2)C[C@@H]2CC[C@H]1N2C(=O)NCc1ccc([N+](=O)[O-])cc1 returned Tb PFK inh 0%, PTAP TSG101 blk -6%, Eya2 inh 9%, ELG1 repair inh inconclusive, USP2a inh 2%, uPA surface inh inconclusive, TCR act 3%, TSHR antag 15, B2AR arrestin 0.2%, Chronic BCR inh inconclusive and Mito fusion act inconclusive.
For CN1CCN(C(=O)OC2c3nccnc3C(=O)N2c2ccc(Cl)cn2)CC1 (stereo unspecified) the results were Tb PFK inh -1%, Eya2 inh 6%, ELG1 repair inh 2%, USP2a inh 0%, TSHR antag 19, B2AR arrestin 0.0%, Chronic BCR inh 0% and Mito fusion act -4%.
`Cc1cccc(-n2c(O)c(/C=N/NC(=O)c3ccncc3)c(=O)[nH]c2=O)c1` gave Tb PFK inh -1%, PTAP TSG101 blk 2%, Eya2 inh 0%, ELG1 repair inh 1%, USP2a inh 0%, uPA surface inh 11%, TCR act 2%, TSHR antag 0, B2AR arrestin -0.4%, Chronic BCR inh -10% and Mito fusion act -3%.
`CCOC(=O)C1=C(N)Oc2cc(C)oc(=O)c2C12C(=O)N1c3c(cc(OC)cc32)C(C)=CC1(C)C` (stereo unspecified) gave Tb PFK inh 4%, PTAP TSG101 blk -1%, Eya2 inh -36%, ELG1 repair inh -4%, USP2a inh 0%, uPA surface inh -11%, TSHR antag 1, B2AR arrestin 0.0%, Chronic BCR inh -2% and Mito fusion act -4%.
Screening CN1CCN(C(=O)COc2ccc(N(C)S(=O)(=O)c3ccc(F)cc3)cc2)CC1 returned Tb PFK inh -2%, PTAP TSG101 blk -3%, Eya2 inh 7%, ELG1 repair inh 6%, USP2a inh 4%, uPA surface inh 1%, TCR act 2%, TSHR antag 9, B2AR arrestin -0.2%, Chronic BCR inh -2% and Mito fusion act -2%.
COc1ccc(CCNCc2ccc(C)s2)cc1OC was read as Tb PFK inh 1%, PTAP TSG101 blk 1%, Eya2 inh 5%, ELG1 repair inh -1%, USP2a inh 0%, uPA surface inh 6%, TCR act -59%, TSHR antag 1, B2AR arrestin inconclusive, Chronic BCR inh -7% and Mito fusion act -6%.
O=C1NC(=O)N(CCC2=CCCCC2)C(=O)/C1=C\c1cccs1 was read as Tb PFK inh -10%, PTAP TSG101 blk -11%, Eya2 inh 4%, ELG1 repair inh 23%, USP2a inh -6%, uPA surface inh -4%, TCR act -7%[46.1 µM], TSHR antag -5, B2AR arrestin -0.7%, Chronic BCR inh 5% and Mito fusion act 4%.
Screening CCCCCc1ccc(C(=O)CCCC)c(=S)[nH]1 returned Tb PFK inh 5%, PTAP TSG101 blk 0%, Eya2 inh -19%, ELG1 repair inh -10%, USP2a inh 2%, uPA surface inh -1%, TCR act -3%, TSHR antag -18, B2AR arrestin -0.3%, Chronic BCR inh inconclusive and Mito fusion act 7%.
For CC1=CC(=O)C2=C(C)CC(O)C3C(C)C(=O)OC3C12 (stereo unspecified) the results were Tb PFK inh 5%, PTAP TSG101 blk 1%, Eya2 inh 1%, ELG1 repair inh -10%, USP2a inh 2%, uPA surface inh 1%, TCR act -2%, TSHR antag 11, B2AR arrestin -0.3%, Chronic BCR inh inconclusive and Mito fusion act 8%.
For C=C[C@@]12CN(C)[C@H]3[C@H]1[C@@]1(C(=O)Nc4ccccc41)C1CC2[C@@H]3CO1 the results were Tb PFK inh 0%, PTAP TSG101 blk -2%, Eya2 inh 8%, ELG1 repair inh 0%, USP2a inh 0%, uPA surface inh -5%, TCR act -10%, TSHR antag 9, B2AR arrestin -0.3%, Chronic BCR inh 1% and Mito fusion act 10%.
For Cc1cc(OC(=O)N(C)C)nc(SCc2c(Cl)cccc2Cl)n1 the results were Tb PFK inh -3%, PTAP TSG101 blk -3%, Eya2 inh 10%, ELG1 repair inh inconclusive, USP2a inh -4%, uPA surface inh inconclusive, TCR act -4%, TSHR antag -11, B2AR arrestin -1.4%, Chronic BCR inh inconclusive and Mito fusion act 10%.
`CN1C(=O)C(=Cc2ccc(N3CCOCC3)o2)C(=O)N(C)C1=S` gave Tb PFK inh 0%, PTAP TSG101 blk 51%[activator], Eya2 inh 9%, ELG1 repair inh 21%, USP2a inh 2%, uPA surface inh 1%, TCR act 4%, TSHR antag -15, B2AR arrestin 0.0%, Chronic BCR inh 3% and Mito fusion act 1%.
`CC(C)Sc1nnc(OC(=O)N(C)C)n1-c1ccccc1` gave Tb PFK inh -3%, PTAP TSG101 blk -3%, Eya2 inh -1%, ELG1 repair inh -2%, USP2a inh 0%, uPA surface inh -1%, TCR act -5%, TSHR antag -3, B2AR arrestin 0.2%, Chronic BCR inh 14% and Mito fusion act 0%.
For CCN(CC)C(=O)c1ccc(NC(=O)COc2ccc([N+](=O)[O-])cc2Cl)cc1 the results were Tb PFK inh -4%, PTAP TSG101 blk -2%, Eya2 inh -4%, ELG1 repair inh -30%, USP2a inh 0%, uPA surface inh -4%, TCR act -1%[46.1 µM], TSHR antag 8, B2AR arrestin 0.2%, Chronic BCR inh 0% and Mito fusion act 2%.
Cc1ccc(NC(=O)OC(C)CNC(=O)Oc2cccc(C)c2)cc1 (stereo unspecified) was read as Tb PFK inh 4%, PTAP TSG101 blk -2%, Eya2 inh -16%, ELG1 repair inh inconclusive, USP2a inh -5%, uPA surface inh -13%, TCR act 2%, TSHR antag -3, B2AR arrestin 0.1%, Chronic BCR inh 4% and Mito fusion act 4%.
Screening CCN1CCN(C(=O)Cc2c(C)n(C(=O)c3ccc(Cl)cc3)c3ccc(OC)cc23)CC1 returned Tb PFK inh 0%, PTAP TSG101 blk -1%, Eya2 inh inconclusive, ELG1 repair inh -7%, USP2a inh 1%, uPA surface inh 6%, TCR act 2%, TSHR antag 8, B2AR arrestin 0.2%, Chronic BCR inh inconclusive and Mito fusion act -8%.
For CCCOP(=O)(OCCC)c1nc(-c2ccccc2)oc1NCc1ccccc1 the results were Tb PFK inh -6%, PTAP TSG101 blk 4%, Eya2 inh -11%, ELG1 repair inh inconclusive, USP2a inh 0%, uPA surface inh 2%, TCR act 0%[46.1 µM], TSHR antag 10, B2AR arrestin 0.7%, Chronic BCR inh inconclusive and Mito fusion act 23%.
O=C(c1ccco1)c1cn(Cc2ccccc2)c2ccccc12 was read as Tb PFK inh 5%, PTAP TSG101 blk -6%, Eya2 inh 9%, ELG1 repair inh 17%, USP2a inh 2%, uPA surface inh 1%, TCR act 4%, TSHR antag -10, B2AR arrestin -1.1%, Chronic BCR inh inconclusive and Mito fusion act 14%.
CCN(CC)c1ccc(N=Cc2c(O)n(Cc3ccco3)c(=O)[nH]c2=O)cc1 was read as Tb PFK inh -3%, PTAP TSG101 blk inconclusive, Eya2 inh 12%, ELG1 repair inh -2%, USP2a inh 3%, uPA surface inh 4%, TCR act 1%, TSHR antag -1, B2AR arrestin 0.4%, Chronic BCR inh inconclusive and Mito fusion act 9%.
COC(=O)c1ccc(N2CCN(c3ccccc3)CC2)nc1 was read as Tb PFK inh 2%, PTAP TSG101 blk -6%, Eya2 inh 4%, ELG1 repair inh inconclusive, USP2a inh 3%, uPA surface inh -11%, TCR act 3%, TSHR antag 3, B2AR arrestin 4.1%, Chronic BCR inh inconclusive and Mito fusion act 15%.
`CC(C)c1ccc(N2C(=O)CC(=O)NC2=O)cc1` gave Tb PFK inh 6%, PTAP TSG101 blk -4%, Eya2 inh -1%, ELG1 repair inh 9%, USP2a inh 1%, uPA surface inh 5%, TCR act 3%, TSHR antag -2, B2AR arrestin -0.2%, Chronic BCR inh 3% and Mito fusion act -1%.
